HEK cytotox: HEK 293 cell cytotoxicity; Potency, µM (highest dose often 115 µM), for the others: at the highest dose activity change, negative = cytotoxicity, hits mostly inhibitors; HEK 293 viability, ATP luminescence (CellTiter-Glo), 48-72 h; hit rate 6.6% among 94,000; further: potency means the concentration at half of the fitted maximal effect; nearly all actives have a fitted effect of over 60% in size
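Viability of HEK 293 cells, plated at 250 cells/well, was judged by cellular ATP after compound treatment for 48 or 72 hr. Luminescence was imaged 10 min after CellTiter-Glo addition at room temperature.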
Luciferase inh: blocks purified firefly luciferase enzyme activity; hit rate 2.5% among 76,000; P08659; Potency, µM (titrated, usually from 115 µM), for the others: top-dose activity change, negative = inhibition, hits mostly inhibitors; purified P. pyralis luciferase, luminescence, biochemical; further: potency means the concentration at half of the fitted maximal effect; nearly all actives have a fitted effect of over 65% in size
Target sequence (P08659 whole entry, looked up): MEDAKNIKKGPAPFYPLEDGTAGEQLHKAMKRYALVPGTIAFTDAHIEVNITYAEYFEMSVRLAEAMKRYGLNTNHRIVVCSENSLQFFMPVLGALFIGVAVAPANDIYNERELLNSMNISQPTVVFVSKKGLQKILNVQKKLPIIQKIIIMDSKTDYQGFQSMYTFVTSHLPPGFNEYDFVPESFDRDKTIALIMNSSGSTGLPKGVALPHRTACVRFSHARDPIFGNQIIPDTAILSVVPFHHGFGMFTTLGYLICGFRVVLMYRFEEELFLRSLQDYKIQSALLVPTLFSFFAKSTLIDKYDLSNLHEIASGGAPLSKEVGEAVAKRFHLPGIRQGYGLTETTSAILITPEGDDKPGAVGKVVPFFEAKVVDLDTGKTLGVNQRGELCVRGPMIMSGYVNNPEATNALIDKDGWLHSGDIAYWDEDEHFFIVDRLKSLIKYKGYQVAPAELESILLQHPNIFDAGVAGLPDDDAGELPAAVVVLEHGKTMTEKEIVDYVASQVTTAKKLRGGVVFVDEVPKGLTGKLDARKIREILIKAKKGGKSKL
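Luminescence read by CCD imager after adding enzyme (10nM final) to wells holding compound, titrated in qHTS. Substrates 10uM each D-luciferin and ATP; buffer 50mM Tris acetate pH 7.5, 10mM Mg acetate, Tween-20, BSA.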
IP6K1 inhibitor: blocks human inositol hexakisphosphate kinase 1; activity change, % (series mostly up to about 58 µM); IP6K1 kinase, ADP-Glo luminescence, 2 h; active compounds read low; hit rate 0.81% among 140,000; in the data active means activity change below about -25%
Target sequence (Q92551 whole entry, looked up): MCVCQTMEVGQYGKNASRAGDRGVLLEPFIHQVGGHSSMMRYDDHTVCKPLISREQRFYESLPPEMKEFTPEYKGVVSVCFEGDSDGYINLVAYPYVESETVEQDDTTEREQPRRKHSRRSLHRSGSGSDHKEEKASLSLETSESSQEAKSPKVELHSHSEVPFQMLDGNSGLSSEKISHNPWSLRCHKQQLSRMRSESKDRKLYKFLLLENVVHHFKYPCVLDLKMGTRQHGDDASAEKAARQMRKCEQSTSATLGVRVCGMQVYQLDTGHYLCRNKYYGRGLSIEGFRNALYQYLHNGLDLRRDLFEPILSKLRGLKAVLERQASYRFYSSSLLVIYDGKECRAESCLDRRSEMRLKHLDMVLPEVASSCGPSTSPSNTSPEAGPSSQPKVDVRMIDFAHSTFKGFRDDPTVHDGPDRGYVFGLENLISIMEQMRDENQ
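ADP-Glo luminescence measures ADP made by human IP6K1 during a 2 h RT reaction with ATP/IP6 (mix at 1.3 mM/130 uM); top library doses 57.5 and 19.1 uM final.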
SNCA expr inh: reduces expression of the alpha-synuclein gene; Potency, µM (titrated, usually from 57.2 µM), inactives show at the highest dose activity change, negative = inhibition, usual class: inhibitors; HEK-293 SNCA-luciferase knock-in, luminescence, 24 h; hit rate 0.17% among 140,000;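 further: potency means the concentration at half of the fitted maximal effect; plate controls were DMSO cells for no effect and cell-free wells for full effect; nearly all actives have a fitted effect of over 45% in size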
GPT2 inh: blocks human glutamate pyruvate transaminase 2. Recombinant GPT2, coupled pyruvate oxidase/HRP Amplex Red fluorescence. hit rate 0.25% among 100,000. Potency, µM (highest dose often 57.7 µM), for inactives: top-dose activity change, negative = inhibition, actives largely listed as inhibitors; further: potency means the concentration at half of the fitted maximal effect; nearly all actives have a fitted effect of over 60% in size; many of its hits are not listed in these tables
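Fluorescence of coupled pyruvate oxidase/HRP/Amplex Red system (50uM Amplex, 30 min, dark) reports pyruvate formed by GPT2. Enzyme reaction: 10ng/uL GPT2, 2mM L-alanine, 250uM a-KG, 30 min room temperature, pH 7.5; 50uM AOA control.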
HEK293 viab: reduces viability of HEK-293 SNCA reporter cells | HEK-293-SNCA-luc viability, GF-AFC fluorescence, 24 h | Potency, µM (titrated, usually from 57.1 µM), inactives show top-dose activity change, negative = cytotoxicity, most hits filed as cytotoxic | hit rate 0.12% among 150,000;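 further: potency means the concentration at half of the fitted maximal effect; 0% = DMSO-treated cells and -100% = medium-only wells without cells; nearly all actives have a fitted effect of over 30% in size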
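Cytotoxicity counterscreen: after 24 h compound treatment of genome-edited SNCA-luciferase HEK-293 cells, live-cell protease substrate GF-AFC read by fluorescence after 30 min; activity scaled between DMSO (0%) and medium-only (-100%), curves Hill-fitted.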
3T3 cytotox: kills NIH 3T3 cells | NIH 3T3 viability, CellTiter-Glo ATP luminescence, 48-72 h | Potency, µM (highest dose often 96.7 µM), for inactives: at the top dose activity change, negative = cytotoxicity, usual class: inhibitors | hit rate 4.3% among 94,000 | AID 1345082; further: potency means the concentration at half of the fitted maximal effect; nearly all actives have a fitted effect of over 55% in size
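ATP-dependent luminescence (CellTiter-Glo) served as the viability signal for NIH 3T3 cells treated with compound for 48 or 72 hr at 37 °C.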
* marks the source's active call; other numbers are inactive results; i = inactive; ? = inconclusive; · = not tested or not shown; [ ] = another dose, or the depositor's remark. Unless noted, the call rests on the fitted dose curve; in most records, active means well fitted curve in the direction sought with a large enough effect; inconclusive means small, poorly fitted or top-dose-only effect, or another doubt; inactive means no such curve, though single readings can be large; an effect the other way counts as inactive or inconclusive. Unless noted, on the % scale 0 is the no-effect control and ±100 the full control effect. This is a subset (hit frequency here may not be typical).

SMILES	HEK cytotox	Luciferase inh	IP6K1 inhibitor	SNCA expr inh	GPT2 inh	HEK293 viab	3T3 cytotox
COc1ccc(-c2nc(SCC(=O)c3ccc(Br)cc3)n[nH]2)cc1	·	·	-18	11%	·	15%	·
CN(C(=O)Nc1ccc(Cl)cc1)C1CCCc2ccccc21 (stereo not given)	89µM*	28µM*	-7	62%[activator][87.6 µM]	i	-12%[87.6 µM]	?
Cc1ccsc1CN1CCC(C(=O)N2CCCCCCNC(=O)CC2)CC1	i	4%	5	-4%	-13%	-2%	-15%
Cc1cccc(-c2noc([C@@H]3Cc4nc[nH]c4CN3C(=O)CC(C)(C)CC(=O)O)n2)c1	-7%[172 µM]	?	9	?	-25%[88.5 µM]	-2%[87.6 µM]	-3%[138 µM]
O=C(Cc1cccc(F)c1)NCc1nnc2c(-c3nc(C4CC4)no3)cccn12	-11%	-11%	13	21%	-1%	-5%	-9%
CN1CCC2(Cc3ccccc3CN([S+](C)(=O)[O-])C2)C1 (stereo not given)	-11%[172 µM]	·	-4	-2%[87.6 µM]	i	1%[87.6 µM]	-7%[138 µM]
CCCCN(C)C(=O)C1CCC(Cn2c(=O)[nH]c3ccsc3c2=O)CC1 (stereo not given)	·	·	37	-18%	·	13%	·
COc1ccc(S(=O)(=O)N2CCC(N(C(=O)C3CC3)C3CCOCC3)CC2)cc1	0%	·	6	-12%	-1%	11%	-5%
Cc1ncc(CN2CCN(C(=O)c3cccn3C3CC3)CC(O)C2)[nH]1 (stereo not given)	-4%	-4%	15	22%	i	6%	4%
COCCN1CCOc2nc(-c3cc(F)ccc3OC)ncc2C1=O	?	-1%[172 µM]	-11	9%[87.6 µM]	-5%[88.5 µM]	3%[87.6 µM]	?
O=C(Nc1nc(-c2ccc(Br)cc2)ns1)c1ccccc1F	·	·	-2	15%	·	-3%	·
O=C1CCC2(CCCN(c3nc4ccccc4s3)C2)CN1Cc1cccnc1 (stereo not given)	4%	-2%	28	-12%	?	14%	2%
O=C(NCc1ccccc1)C1CC(=O)N(C2CN(S(=O)(=O)c3cccc(F)c3)C2)C1 (stereo not given)	i	·	3	-9%	i	1%	-1%
CC1=C[C@@H](CNS(=O)(=O)c2ccccc2)[C@H](C(C)C)C[C@H]1CC(=O)O	-5%[172 µM]	3%[172 µM]	2	1%[87.6 µM]	1%[88.5 µM]	4%[87.6 µM]	?
CNC(=O)[C@@H]1C[C@@H](O)CN1C1CCN(C(=O)Cc2cccc(C)c2)CC1	-7%	1%	-2	25%	4%	10%	i
CC1(COc2ccccc2)COc2ccc(C(=O)N3CCN(c4ccccn4)CC3)cc2N1 (stereo not given)	?	-9%	1	3%	-25%	4%	?
O=C(NCCCN1CCCC1=O)c1cn2ccnc(-c3ccc(F)cc3)c2n1	-15%	-1%	19	14%	i	2%	-18%
CC(C)=CCN1CCNC(=O)C1CC(=O)NC(C)(C)c1cccc2ccccc12 (stereo not given)	?	1%	5	-13%	0%	-6%	?
Cc1ccc(NC(=O)C2CCCN2S(=O)(=O)c2cccc3nsnc23)c(Br)c1 (stereo not given)	·	·	-17	0%	·	3%	·
COc1ccc2c3c1CN(C(=O)COc1ccccc1)CC3=CC(C)(C)CO2	?	·	10	·	·	·	?
CCc1nn(CCCC(=O)NCc2ccccc2OC)c(=O)c2cc3occc3n12	·	·	-12	?	·	-8%	·
Cc1ccc(NC(=O)C(Cc2ccccc2)NS(=O)(=O)c2cccc3nsnc23)c(C)c1 (stereo not given)	·	·	0	-21%	·	6%	·
Nc1nc2c(ncn2[C@@H]2O[C@H](CO)[C@@H](O)[C@H]2O)c(=O)[nH]1	·	·	12	·	i	-12%	·
Cc1cccc(C)c1NC(=O)c1cc(S(=O)(=O)N2CCCc3ccccc32)ccc1F	·	·	15	24%	·	11%	·
CCOC(=O)C1CCCN(C(=O)Cc2ccc(N(Cc3cccc(C)c3)C(=O)c3ccco3)cc2)C1 (stereo not given)	?	0%	-1	-5%	-14%	-8%	?

The closing two records of the part above are carried over, then new ones follow.
SMILES	HEK cytotox	Luciferase inh	IP6K1 inhibitor	SNCA expr inh	GPT2 inh	HEK293 viab	3T3 cytotox
Cc1cccc(C)c1NC(=O)c1cc(S(=O)(=O)N2CCCc3ccccc32)ccc1F	·	·	15	24%	·	11%	·
CCOC(=O)C1CCCN(C(=O)Cc2ccc(N(Cc3cccc(C)c3)C(=O)c3ccco3)cc2)C1 (stereo not given)	?	0%	-1	-5%	-14%	-8%	?
O=C(COc1ccc(F)cc1)Nc1ccc2nc(SCCOc3ccccc3)sc2c1	·	·	0	-11%	·	-15%	·
CC(=O)N1CCc2nn(CC(=O)Nc3ccc(F)c(F)c3)c(=O)cc2C1	13%	7%	3	12%	-1%	0%	i
COc1ccc(N2C(=O)CS(=O)(=O)C23C(=O)N(Cc2ccc(F)cc2)c2ccc(C)cc23)cc1 (stereo not given)	·	·	4	?	·	10%	·
COc1ccccc1CN1CCC2(CC1)CC(O)CCO2 (stereo not given)	-3%	-1%	10	5%	-2%	-8%	-3%
C=CCc1c(C)nc2nc(SCC(=O)Nc3ccccc3CC)nn2c1C	·	·	8	-23%	·	3%	·
COc1cccc(NC(=O)c2cc(CN3CCOCC3)on2)c1	·	·	19	97%[activator]	·	-13%	·
Cc1cccc(C)c1-n1ncc(C(=O)Nc2ccc3c(c2)OCCO3)c1C1CCN(C(=O)OC(C)(C)C)CC1	·	·	-17	64%[activator]	·	0%	·
O=S(=O)(c1ccc(Br)cc1)c1nc(-c2cccs2)oc1SCc1ccc(F)cc1	·	·	-3	-21%	·	11%	·
CCNC(=O)N1CC[C@H]2CC(=O)N(c3ccccc3)CC[C@H]2C1	-4%[172 µM]	-6%[172 µM]	-2	7%[87.6 µM]	0%[88.5 µM]	3%[87.6 µM]	3%[174 µM]
Cc1ccc(C(=O)N2C[C@@H](F)C[C@H]2C(=O)N2CCCCC2)cc1	8%	13%	2	-3%	2%	7%	i
O=C(Nc1nc2ccc(S(=O)(=O)N3CCCC3)cc2s1)c1cccc(F)c1	·	·	8	2%	·	4%	·
COc1cccc(-c2noc(CN3CCC(c4nc(-c5cccn5C)no4)C3)n2)c1OC (stereo not given)	?	·	17	45%[activator]	i	-6%	?
Cc1onc(-c2ccccc2Cl)c1C(=O)Oc1cc(F)cc(F)c1	·	·	-10	8%	·	-29%	·
COCCCN(CCC(=O)NCCC(C)C)C(=O)c1ccoc1	-2%	-2%	-12	-21%	i	5%	-11%
O=C(NC1CCN(Cc2ccccc2)CC1)c1c(OCC2CC2)cc(=O)n2c1CCCCC2	-1%	-8%	17	2%	i	6%	-4%
CCOc1ccccc1NC(=O)Cn1c(N2CCCCC2)nc(C)c(C)c1=O	?	-7%	28	-28%	i	?	?
COc1ccc(OC)c(NC(=O)CCn2cnnn2)c1	·	·	17	0%	·	-6%	·
Cc1ccc(-c2ccc(CCC(=O)O)n2-c2ccc(C)c(Cl)c2)cc1	·	·	-23	49%[activator]	·	4%	·
O=C(c1ccco1)N1CCC(Cc2nc(-c3ccccc3)no2)CC1	?	-17%	-1	49%[activator]	i	3%	?
COc1ccccc1N1CCN([C@H]2[C@@H]3OC[C@@H](O3)[C@@H](NCc3ccc(N(C)C)cc3)[C@@H]2O)CC1	-9%	-5%	-12	-15%	i	-2%	-5%
COCCN1C(=O)c2ccccc2C(C(=O)Nc2ccc(C)cn2)C12CCCCC2 (stereo not given)	-15%	-1%	12	13%	0%	-21%	-30%
COC1CCOC2(CCN(C(=O)c3ccccc3F)CC2)C1 (stereo not given)	1%	-7%	-14	-18%	i	3%[12.5 µM]	-10%
O=C(Nc1ccsc1)N[C@H]1C[C@H]2C(=O)NC[C@@H](CCC(=O)N3CCC(O)CC3)N2C1	-18%[172 µM]	-10%[172 µM]	-1	-3%[87.6 µM]	-32%[88.5 µM]	15%[87.6 µM]	-29%[174 µM]
O=C(Nc1ccc(F)c(Cl)c1)c1cc(S(=O)(=O)NCc2ccc3c(c2)OCO3)ccc1F	·	·	-18	-10%	·	-8%	·
CCc1noc(-c2ccc(N3CCC(C)CC3)c([N+](=O)[O-])c2)n1	·	·	-10	60%[activator]	·	2%	·
New compounds follow
SMILES	HEK cytotox	Luciferase inh	IP6K1 inhibitor	SNCA expr inh	GPT2 inh	HEK293 viab	3T3 cytotox
CCc1nc(-c2cc(S(=O)(=O)N3CCN(c4ccc(OC)cc4)CC3)ccc2OC)no1	·	·	-11	3%	·	8%	·
Cc1ccccc1Cn1c(=O)n(CCCCC(=O)NCc2ccc3c(c2)OCO3)c(=O)c2ccccc21	·	·	-24	1%	·	-16%	·
CCCCN(C)C(=O)CCC(=O)NNc1nc2ccccc2c2nc(C)nn12	·	·	5	-14%	·	-8%	·
COc1ccc(OCc2nc3ccccc3n2Cc2ccccc2Cl)cc1	·	·	16	-10%	·	-8%	·
CCCOc1ccc(C(=O)Nc2cc3c(cc2N2CCOCC2)n(C)c(=O)n3C)cc1	·	·	-2	34%[activator]	·	11%	·
Cc1noc2c(Nc3ccncc3)cc(-c3ccc(F)cc3)nc12	?	15%[172 µM]	-9	1%[87.6 µM]	i	1%[87.6 µM]	?
O=C(c1cccc2[nH]ccc12)N1CCC2(CC1)N=C(c1ccc(Cl)cc1)NO2	?	-2%	-2	19%	0%	-11%	?
C[S+](=O)([O-])c1ccc(-c2nccc3c(=O)cc(-c4ccncc4)oc23)cc1	?	-18%[172 µM]	-5	21%[87.6 µM]	0%[88.5 µM]	2%[87.6 µM]	32µM*
CCc1ccc(N(CC)C(=O)c2sc3nc4n(c(=O)c3c2C)CCCC4)cc1	·	·	-6	-27%	·	-6%	·
CN1CCC(NC2(Cc3cc(C(C)(C)O)on3)COC2)CC1	-8%[172 µM]	-5%[172 µM]	-2	10%[87.6 µM]	-8%[88.5 µM]	-1%[87.6 µM]	-2%[138 µM]
O=C(Cc1ccccn1)N1CCCC(c2nn(-c3cccc(Cl)c3)c(=O)[nH]2)C1 (stereo not given)	i	-4%	11	-6%	i	5%	-2%
Cc1ccc(S(=O)(=O)Nc2ccc3c(c2)CN(Cc2ccccc2)C(=O)CO3)cc1	?	2%	-4	7%	?	0%	?

Reformatted in CSV form: entries from further up.
molecule,HEK cytotox,Luciferase inh,IP6K1 inhibitor,SNCA expr inh,GPT2 inh,HEK293 viab,3T3 cytotox
CCCOc1ccc(C(=O)Nc2cc3c(cc2N2CCOCC2)n(C)c(=O)n3C)cc1,·,·,-2,34%[activator],·,11%,·
CCc1nc(-c2cc(S(=O)(=O)N3CCN(c4ccc(OC)cc4)CC3)ccc2OC)no1,·,·,-11,3%,·,8%,·
COc1ccc(OCc2nc3ccccc3n2Cc2ccccc2Cl)cc1,·,·,16,-10%,·,-8%,·
Cc1ccccc1Cn1c(=O)n(CCCCC(=O)NCc2ccc3c(c2)OCO3)c(=O)c2ccccc21,·,·,-24,1%,·,-16%,·
C[S+](=O)([O-])c1ccc(-c2nccc3c(=O)cc(-c4ccncc4)oc23)cc1,?,-18%[172 µM],-5,21%[87.6 µM],0%[88.5 µM],2%[87.6 µM],32µM*
